Source: PubChem
All columns: NCI-60 one-dose screen, growth in % after 48 h at 10 µM unless noted; 100 = growth as untreated, 0 = no growth, -100 = all killed.
BT-549 – BT-549 breast cancer; actives 4.4% (n = 78,000)
MCF7 – MCF7 breast cancer | actives 6.3% (n = 82,000)
MALME-3M – MALME-3M melanoma | actives 5.8% (n = 78,000)
HS 578T – HS 578T breast cancer; actives 4.1% (n = 78,000); AID 1794788
LOX IMVI – LOX IMVI melanoma. actives 7.4% (n = 79,000). AID 1794757
UACC-62 – UACC-62 melanoma. actives 5.4% (n = 81,000)
T-47D – T-47D breast cancer. actives 5% (n = 79,000). AID 1794792
UACC-257 – UACC-257 melanoma; actives 4.4% (n = 78,000); AID 1794764
* hit, by the source's call; · = no result given; & = joins results of further samples; [ ] = dose if it differs, or a comment. Rule for the calls: active = growth percent below 10; inactive = the rest.

1. CN(C)Nc1ncnc2nc[nH]c12
2. N#Cc1c(-c2ccccc2)nc(SCc2nc3cc(Cl)c(Cl)cc3[nH]2)[nH]c1=O
3. CCN1CCN(c2ccc(Nc3ncnc4c3nnn4CCc3cc(OC)cc(OC)c3)cc2)CC1
4. CCc1onc(-c2ccc(OC)cc2)c1-c1ccccc1O
5. C/C(=C/Cl)n1cnc2c(Nc3ccccn3)nc(Cl)nc21
6. O=C1C(Nc2ccccc2)=CC(c2ccccc2)N1c1ccccc1 (stereo unspecified)
7. O=C(CSc1nccc(Nc2ccc(N3CCOCC3)cc2)n1)c1ccc(F)cc1
8. O=Cc1ccccc1OCc1cn(CC(=O)Nc2nc3ccccc3s2)nn1

assay / entry,1,2,3,4,5,6,7,8
BT-549,115.5,105.2,·,124.2,100.9,111.2,69.3,102.4
MCF7,104.3,97.1,85.8,103.4,98.3,90.9,68.9,91.7
MALME-3M,99.3,99.0,92.6,96.6,106.7,108.1,70.8,88.2
HS 578T,133.7,110.4,88.2,116.0,100.8,80.2,61.0,112.7
LOX IMVI,88.1,100.9,88.1,96.4,94.6,93.6,85.4,96.0
UACC-62,84.2,97.3,93.9,85.8,94.6,102.4,72.3,97.8
T-47D,97.6,89.8,73.3,107.5,89.7,98.8,66.1,96.2
UACC-257,99.6,104.6,84.8,105.0,100.9,·,80.9,100.4

9. O=C(CCc1ccccc1)Nc1ccccc1OC(=O)c1ccccc1
10. COc1ccc(CN2CCc3c(nc(N)nc3-c3ccccc3)C2=O)c(OC)c1
11. Cc1ccc(-c2nc(N3CCCN(C(=O)Nc4ccccc4)CC3)c3ccccc3n2)cc1
12. CCCCOC(=O)Cn1c(=O)c2nc3cc(-c4cccc([N+](=O)[O-])c4)oc3nc2n(C)c1=O
13. CN1C[C@@H](c2ccc(Cl)cc2)[C@]2(NC(=S)N(c3ccc(F)c(Cl)c3)C2=O)[C@@]12C(=O)NC1C=CC=C[C@H]12 (stereo partly specified)
14. CCC(C)(CC(=O)O)CC(=O)O
15. Cc1nc2ccccc2[nH]c1=O
16. NC1=Nc2ccccc2C(=O)NN1

assay / entry,9,10,11,12,13,14,15,16
BT-549,82.6,72.4,89.5,102.4,72.0,105.3,103.4,104.9
MCF7,94.7,82.2,85.8,64.3,50.0,95.9,103.2,97.2
MALME-3M,·,84.6,102.5,91.0,110.7,·,123.1,105.0
HS 578T,109.6,88.1,78.1,73.3,85.2,113.8,93.4,·
LOX IMVI,100.0,55.2,94.4,93.1,83.8,97.0,100.7,100.7
UACC-62,86.5,62.8,91.2,92.0,76.9,105.7,110.6,100.2
T-47D,94.1,58.6,78.4,101.5,52.6,102.0,108.7,97.3
UACC-257,103.6,91.4,101.8,94.7,88.4,91.7,105.6,104.1

Some of the entries so far, field by field:
14: CCC(C)(CC(=O)O)CC(=O)O
- BT-549: 105.3
- MCF7: 95.9
- MALME-3M: ·
- HS 578T: 113.8
- LOX IMVI: 97.0
- UACC-62: 105.7
- T-47D: 102.0
- UACC-257: 91.7

15: Cc1nc2ccccc2[nH]c1=O
- BT-549: 103.4
- MCF7: 103.2
- MALME-3M: 123.1
- HS 578T: 93.4
- LOX IMVI: 100.7
- UACC-62: 110.6
- T-47D: 108.7
- UACC-257: 105.6

Additional structures follow:
17. O=C(Nc1ccc(C(F)(F)F)cc1)Nc1nccnc1OCc1ccc(Cl)cc1
18. NC(N)=NCCCCCNC(=O)C1=NOC2(C=C(Br)C(=O)C(Br)=C2)C1
19. COC(=O)c1c(C(=O)OC)c2c3ccccc3c3ccccc3n2c1C(=O)C(C)(C)C
20. Cc1ccc(Nc2ncnc3sc4c(c23)CCN(Cc2ccccc2)C4)cc1
21. CCOC(=O)C1=C(C)NC(C)=C(C(=O)OCC)C1
22. CC1=CC(C)(C)NC(=S)N1c1ccccc1
23. C/C(=N/NC(N)=S)c1ccncc1
24. O=C1c2ccccc2-c2ccccc2C1(Cl)Cl

assay / entry,17,18,19,20,21,22,23,24
BT-549,91.4,102.7,62.5,98.3,93.7&110.1,98.5,111.6,-84.0*
MCF7,80.5,80.3,73.0,48.1,114.6&101.6,100.8,105.0,-88.7*
MALME-3M,106.7,106.7,100.5,93.3,99.7&110.5,113.4,132.1,-99.4*
HS 578T,111.4,107.5,69.4,96.2,94.0&100.7,104.1,102.3,-7.4*
LOX IMVI,94.3,89.7,81.4,94.5,102.0&98.4,99.9,90.2,-31.8*
UACC-62,87.7,102.7,50.1,73.8,102.4&94.4,99.4,95.0,-83.4*
T-47D,·,100.2,46.4,67.1,115.9&90.1,114.9,93.7,-42.7*
UACC-257,99.3,102.3,94.8,103.7,101.5&104.8,104.6,99.1,-93.0*

25. Cn1cc(-c2cc3ncnc(Nc4ccc(CC(=O)Nc5nc(C(C)(C)C)cs5)cc4)c3s2)cn1
26. CSc1nc2c(c(=O)n1C)CN(C1CCCCC1)C(=O)C(c1ccccc1)N2 (stereo unspecified)
27. CC(C)N(C(=S)S)C(C)C
28. COc1ccc(-c2nnc(N)s2)cc1OC
29. C=C1CC[C@@H]2C(C)(C)[C@H](O)CC[C@@]2(C)[C@@H]1COc1ccc2ccc(=O)oc2c1
30. Cn1c(=O)c2c(nc(OC3CCCC3)n2C)n(C)c1=O
31. O=C(Nc1nc(-c2ccccc2)cs1)c1cc(O)c(O)c(O)c1
32. NC(=O)CN1C(=O)c2ccccc2C1=O

assay / entry,25,26,27,28,29,30,31,32
BT-549,61.3,15.2[100 µM],100.5&117.5,99.3,5.7*,97.4,46.0,86.6
MCF7,41.8,28.1[100 µM],100.0&94.6,103.4,53.9,100.3,58.4,95.3
MALME-3M,55.9,48.3[100 µM],116.9&113.1,·,74.3,113.7,·,97.5
HS 578T,47.3,69.6[100 µM],85.8&96.6,106.3,69.8,95.9,73.6,103.9
LOX IMVI,26.3,25.8[100 µM],102.1&99.4,94.8,36.5,104.5,40.2,103.1
UACC-62,40.3,24.6[100 µM],100.0&109.3,88.5,24.5,94.2,·,95.7
T-47D,3.7*,43.8[100 µM],105.4&102.2,94.3,7.9*,·,31.2,89.9
UACC-257,79.1,69.4[100 µM],101.5&113.7,95.9,69.4,106.1,80.9,105.8

33. COc1ccc(C2CC(c3ccc(OC)c(OC)c3)=NN2C=O)cc1 (stereo unspecified)
34. O=C(c1ccc(F)cc1F)N1c2ccccc2Sc2ccccc21
35. NCc1nc2ccccc2[nH]1
36. c1ccc(-c2nn3c(-c4ccccc4)nnc3s2)cc1
37. c1cc(OCCN2CCCCC2)ccc1CNc1ccc2nc(CCC3CCCCC3)[nH]c2c1
38. CN(C)c1ccc2c(=O)c3ccccc3oc2n1
39. Cc1c(Cl)cccc1NC(=O)c1sc2nc3c(cc2c1N)C(=O)CCC3
40. CCCCCCCC(=O)SCC/C=C/[C@@H]1CC(=O)NCc2cccc(n2)CN(Cc2ccc(Cl)cc2)CC(=O)N[C@@H](C(C)C)C(=O)O1

assay / entry,33,34,35,36,37,38,39,40
BT-549,93.8,56.5,104.5,91.9,73.6,96.0,49.9,38.8
MCF7,96.6,52.3,100.0,83.9,-3.1*,77.8,13.5,9.1*
MALME-3M,108.5,55.7,101.4,106.3,-85.9*,109.4,40.1,25.1
HS 578T,101.1,84.0,95.9,101.4,45.8,95.3,17.1,-5.7*
LOX IMVI,92.6,26.2,100.0,105.6,-82.0*,93.7,33.3,-61.5*
UACC-62,98.6,32.4,94.3,92.9,53.5,91.5,34.5,·
T-47D,92.5,64.9,95.9,97.1,-29.6*,81.8,54.5,30.9
UACC-257,110.2,56.3,95.9,105.1,-75.0*,93.7,48.1,·

41. CC(C)(C)OC(=O)COc1ccc([N+](=O)[O-])cc1Cl
42. CN(c1ccc(C2=NCCN2)cc1)S(=O)(=O)c1cccc(S(=O)(=O)N(C)c2ccc(C3=NCCN3)cc2)c1
43. O=C(NCn1c(=O)[nH]c2ccccc2c1=O)Nc1ccc(O)cc1
44. N#Cc1c(NC(=O)Nc2ccc(F)cc2F)sc(=S)c2c1CCCC2
45. COc1ccc(-c2nc3ccccc3n2CC(=O)N=Nc2c(O)[nH]c3ccccc23)cc1
46. CC(Oc1cc(Cl)c(Cl)cc1Cl)C(=O)OCC(=O)N(C)C (stereo unspecified)
47. CCCCCCC[n+]1ccc(CCS(=O)(=O)c2ccc(NC(C)=O)cc2)cc1
48. NC(C(=O)O)c1ccc([N+](=O)[O-])cc1 (stereo unspecified)

assay / entry,41,42,43,44,45,46,47,48
BT-549,104.3,99.1,150.9,80.4,79.4,107.2,103.8,·
MCF7,103.3,96.8,91.8,77.1,93.9,97.4,82.7,95.3
MALME-3M,104.7,109.6,91.1,59.6,102.5,109.2,102.6,120.9
HS 578T,·,111.2,97.4,73.8,91.9,102.7,109.0,117.0
LOX IMVI,113.8,94.9,95.9,86.7,95.3,95.7,104.5,100.8
UACC-62,103.7,111.5,98.4,19.5,86.7,99.4,100.0,97.3
T-47D,97.8,102.2,89.7,83.9,75.1,97.7,73.7,99.3
UACC-257,96.0,105.9,95.6,84.7,108.5,·,103.4,111.4

Whole records from above. Values in the order: BT-549 | MCF7 | MALME-3M | HS 578T | LOX IMVI | UACC-62 | T-47D | UACC-257
CN(c1ccc(C2=NCCN2)cc1)S(=O)(=O)c1cccc(S(=O)(=O)N(C)c2ccc(C3=NCCN3)cc2)c1 across the screens: 99.1 | 96.8 | 109.6 | 111.2 | 94.9 | 111.5 | 102.2 | 105.9
N#Cc1c(NC(=O)Nc2ccc(F)cc2F)sc(=S)c2c1CCCC2 across the screens: 80.4 | 77.1 | 59.6 | 73.8 | 86.7 | 19.5 | 83.9 | 84.7
NC(C(=O)O)c1ccc([N+](=O)[O-])cc1 (stereo unspecified) across the screens: · | 95.3 | 120.9 | 117.0 | 100.8 | 97.3 | 99.3 | 111.4

New compounds follow:
49. N#C/C(=C\c1ccc(-c2cccc(C(F)(F)F)c2)o1)c1ccc(Cl)cc1
50. CSc1nc(-c2cccs2)c2c(N)nn(S(=O)(=O)c3ccccc3)c2n1
51. COc1nc(N)nc(-n2c(-c3ccc(C)cc3)nc3ccccc32)c1NCc1ccc(C)cc1
52. Cc1cc(Nc2ccc(C#N)cc2)nc(N)n1
53. COc1cc2nc3cc([N+](=O)[O-])ccc3c(NCCNCC(C)(C)O)c2cc1OC
54. C[C@H]1[C@H]2C3=CC[C@@H]4[C@@]5(C)C/C(=C/c6ccco6)C(=O)C(C)(C)[C@@H]5CC[C@@]4(C)[C@]3(C)CC[C@@]2(C(=O)N2CCOCC2)CC[C@@H]1C
55. O=C1CC(C(=O)O)NC(=S)N1 (stereo unspecified)
56. C#CCC1(c2cccs2)NS(=O)(=O)c2ccccc21 (stereo unspecified)
57. CCC(C)C(NC(=O)C(Cc1ccc(O)cc1)NC(=O)OCc1ccccc1)C(=O)OC (stereo unspecified)
58. COc1cc(NC(=O)[C@@H]2[C@H]3C=C[C@]4(CN(CCc5c[nH]c6ccccc56)C(=O)[C@@H]24)O3)cc(OC)c1
59. O=C1/C(=C/c2ccc(SC(F)(F)F)cc2)Cc2cc3c(cc21)OCO3

assay / entry,49,50,51,52,53,54,55,56,57,58,59
BT-549,98.9,85.7,100.8,99.1,-75.6*,75.8,99.6,109.2,96.7,61.9[50 µM],113.5
MCF7,31.3,91.3,91.8,91.3,-14.1*,39.4,103.3,93.6,96.9,90.6[50 µM],93.1
MALME-3M,100.1,101.9,105.1,114.0,-74.4*,83.3,113.5,86.4,105.3,100.5[50 µM],92.9
HS 578T,84.7,93.6,83.6,98.9,-2.1*,77.9,109.2,100.3,106.4,99.9[50 µM],101.6
LOX IMVI,82.0,93.4,87.8,104.9,-40.9*,·,100.8,92.2,97.8,91.6[50 µM],91.6
UACC-62,68.2,68.5,64.4,93.7,-48.6*,60.5,88.0,103.0,121.8,76.0[50 µM],96.0
T-47D,34.2,74.8,79.0,100.2,-3.2*,32.0,91.3,83.9,101.2,64.8[50 µM],105.1
UACC-257,101.5,96.8,100.0,81.7,-61.8*,88.4,103.9,·,93.4,110.3[50 µM],112.0

Individual results from the list:
#15 – UACC-62: 110.6
#32 – T-47D: 89.9
